ATXN2 expr inh: reduces ATXN2 reporter expression in HEK-293 cells | AID 1745845 | Potency, µM (titrated, usually from 57 µM), inactives show top-dose activity change, negative = inhibition, hits mostly inhibitors | HEK-293 ATXN2-luciferase reporter, luminescence, 24 h | hit rate 0.72% among 360,000; note: potency is the fitted concentration of half-maximal effect; % is set by controls: 0 for no effect and ±100 for the full control effect; nearly all actives have a fitted effect of over 55% in size
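ATXN2-luciferase reporter cells (luciferase flanked by upstream and downstream ATXN2 gene portions) were treated 24 h at 37 °C with compounds at up to 57 uM. SteadyGlo luminescence gave expression; GF-AFC fluorescence gave viability.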
A549 viability: counter-screen for Nrf2 inhibitors: cytotoxicity in A549 cells | A549 ARE-Fluc cells, CellTiter-Fluor viability, 18-24 h | Potency, µM (titrated, usually from 46 µM), inactives show top-dose activity change, negative = cytotoxicity, most hits filed as inhibitors | hit rate 0.16% among 390,000; note: potency is the fitted concentration of half-maximal effect; % is set by controls: 0 for no effect and ±100 for the full control effect
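Cytotoxicity counterscreen: CellTiter-Fluor fluorescence was measured in A549 ARE_Fluc cells after 18-24 h of compound exposure in a concentration series. The subsequent BugLite luminescent read reports ARE-luciferase activity.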
HepG2 viability: HepG2 cytotoxicity, counter-screen for TGF-b inhibitors; HepG2 CAGA-GFP viability, ATP luminescence, 18 h; Potency, µM (series often up to 46.1 µM), inactives show at the top dose activity change, negative = cytotoxicity, actives largely listed as cytotoxic; hit rate 0.76% among 410,000; note: potency is the fitted concentration of half-maximal effect; some results filed as inactive show a strong effect at the top dose
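HepG2 CAGA-GFP cells (1000/well, DMEM with 1% FBS) received compound, then TGF-beta at 500 pg/mL final, and were incubated 18 hours at 37 degrees C. Viability was read by CellTiter-Glo luminescence. Media-only wells were set as complete cell-killing and DMSO as no toxicity.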
TGFb inhibitor: TGF-b pathway inhibition | HepG2 CAGA-GFP TGF-b/SMAD3 reporter, GFP fluorescence, 18 h; TGF-beta stimulated, 500 pg/mL final | Potency, µM (titrated, usually from 46.1 µM), for the others: at the highest dose activity, negative = inhibition, actives largely listed as inhibitors | hit rate 1.2% among 410,000; note: potency is the fitted concentration of half-maximal effect; % is set by controls: 0 for no effect and ±100 for the full control effect; nearly all actives have a fitted effect of over 65% in size
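HEPG2 CAGA-GFP cells (1000/well, DMEM with 1% FBS) were pre-incubated 2 h at 37 degrees C, given compound by pin tool, then stimulated with TGF-beta at 500 pg/mL final for 18 h before per-cell GFP fluorescence imaging.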
EPAC2 ag: activates human EPAC2 exchange factor. Potency, µM (titrated, usually from 154 µM), for inactives: at the top dose activation, actives largely listed as activators. hit rate 0.079% among 360,000. EPAC2 activation, biochemical qHTS; response scale: 100% = 6.5 mM cAMP response. Q8WZA2; note: potency is the fitted concentration of half-maximal effect; nearly all actives have a fitted effect of over 50% in size
Target sequence (Q8WZA2 whole entry, looked up): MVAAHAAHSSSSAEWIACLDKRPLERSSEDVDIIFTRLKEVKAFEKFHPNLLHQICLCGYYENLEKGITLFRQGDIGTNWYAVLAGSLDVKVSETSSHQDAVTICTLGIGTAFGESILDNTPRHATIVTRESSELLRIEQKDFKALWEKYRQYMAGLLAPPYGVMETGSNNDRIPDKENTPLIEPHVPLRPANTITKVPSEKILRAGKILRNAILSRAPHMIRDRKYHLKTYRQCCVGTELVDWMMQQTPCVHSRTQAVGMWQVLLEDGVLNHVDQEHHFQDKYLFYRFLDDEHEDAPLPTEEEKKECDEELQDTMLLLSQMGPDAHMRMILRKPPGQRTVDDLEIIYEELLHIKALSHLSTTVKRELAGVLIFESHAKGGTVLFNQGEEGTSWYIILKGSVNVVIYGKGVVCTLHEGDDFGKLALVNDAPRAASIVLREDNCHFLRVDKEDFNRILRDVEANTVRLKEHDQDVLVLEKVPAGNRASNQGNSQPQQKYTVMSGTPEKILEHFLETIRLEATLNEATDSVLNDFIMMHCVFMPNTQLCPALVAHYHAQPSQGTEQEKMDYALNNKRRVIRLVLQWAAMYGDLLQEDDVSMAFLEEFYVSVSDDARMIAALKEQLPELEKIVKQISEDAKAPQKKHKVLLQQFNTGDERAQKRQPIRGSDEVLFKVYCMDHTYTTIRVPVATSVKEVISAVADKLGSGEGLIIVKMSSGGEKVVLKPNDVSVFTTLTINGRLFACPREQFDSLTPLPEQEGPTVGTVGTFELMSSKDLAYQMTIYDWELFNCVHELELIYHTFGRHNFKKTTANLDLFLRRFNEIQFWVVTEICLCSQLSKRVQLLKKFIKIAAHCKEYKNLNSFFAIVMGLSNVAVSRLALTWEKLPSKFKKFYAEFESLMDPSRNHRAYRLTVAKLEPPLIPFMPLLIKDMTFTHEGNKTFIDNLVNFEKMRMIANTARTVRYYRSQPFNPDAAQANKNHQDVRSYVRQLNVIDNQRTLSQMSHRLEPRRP
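Exchange assay: 100 nM EPAC2 with 250 nM Rap1B-BODIPY-GDP and 50 uM GDP. Fluorescence (ex 480/em 540 nm) read every 5 min for 30 min at room temperature. Data normalized to 6.5 mM cAMP as agonist control.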
Nrf2 activator: activators of Nrf2 (ARE) signaling | AID 624171 | Potency, µM (series often up to 46.1 µM), inactives show top-dose activation, most hits filed as activators | hit rate 0.31% among 410,000 | AREc32 ARE-luciferase reporter (MCF7-derived line), luminescence, 24 h; note: potency is the fitted concentration of half-maximal effect; % of control where 0% means no effect; nearly all actives have a fitted effect of over 65% in size
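AREc32_Fluc, 1000 cells/well, OPTI-MEM + 5% FBS, o/n 37 deg C 5% CO2; 23 nL cpd by pin tool, 24 hr; Steady-Glo 30 min RT, luminescence.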
Nrf2 block: Nrf2 pathway inhibition. A549 ARE-Fluc reporter, luciferase luminescence, 18-24 h. Potency, µM (series often up to 46 µM), for the others: at the highest dose activity change, negative = inhibition, hits mostly inhibitors. hit rate 2.1% among 360,000. AID 504444; note: potency is the fitted concentration of half-maximal effect; % is set by controls: 0 for no effect and ±100 for the full control effect; nearly all actives have a fitted effect of over 60% in size
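Nrf2 activity is the BugLite luminescence, read 15 min after reagent at room temperature, following CellTiter-Fluor cytotoxicity readout (30 min, 37C). Compound titrations were applied for 18-24 h to 5000 A549 ARE_Fluc cells/well in 5% FBS OPTI-MEM.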
IL-2 act: activates IL-2 in a cell-based reporter assay; IL-2 activation reporter assay, cell-based qHTS; stimulated with anti-CD3/CD4/CD28 beads; in transgenic mouse T cells; activation, % (series mostly up to about 46 µM); hit rate 0.065% among 360,000; AID 652025; in the data active = activation above about 50%; inconclusive = mostly about 30% to 49%; note: 0% is about no effect
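Readout: EGFP and DsRed signals by fluorescent plate cytometry. Unstimulated transgenic mouse T cells received compound 60 min before antibody-bead stimulation, then incubated 18 h at 37 degrees C.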
ATXN viability: reduces viability in counter-screen for ATXN expression inhibitors | S2 cells (HEK-293 line with an ATXN2-luciferase reporter) viability, CellTiter-Fluor protease fluorescence, 24 h | Potency, µM (highest dose often 56.7 µM), actives largely listed as cytotoxic | hit rate 0.49% among 400,000 | AID 651635; note: potency is the fitted concentration of half-maximal effect; nearly all actives have a fitted effect of over 40% in size
* hit, by the source's call; i = inactive; u = inconclusive; x = no result given; [ ] = remark or other dose. Unless noted, calls come from the whole dose curve; as a rule, active = well fitted curve in the direction sought with a large enough effect; inconclusive = small, poorly fitted or top-dose-only effect, or another doubt; inactive = no such curve, though single readings can be large; an effect the other way counts as inactive or inconclusive. Hits appear at their usual frequency. Share with any hit: about 4.3%.

#	compound	ATXN2 expr inh	HepG2 viability	EPAC2 ag	Nrf2 block	Nrf2 activator	ATXN viability	A549 viability	IL-2 act	TGFb inhibitor
1	COc1cccc(C(=O)N2CCC(C(=O)NCc3ccco3)CC2)c1	2%	-3%	24%	5%	0.3%	i	15%	-2.4	-7%
2	CCc1nc2c(OCCC3CCCCC3)cccn2c1N(C)C(=O)CC(C)C	u	-99%	7%	x	-1.4%	u	x	-0.9	u
3	O=C(NC(=O)c1ccccc1)Nc1ccc(-c2cc(C(F)(F)F)nn2-c2ccccc2)cc1	9%	13%	x	3%	0.3%	i	17%	x	8%
4	CCN(CC)c1ccc(CNc2nc3ccccc3n2CCN2CCOCC2)cc1	u	-20%	6%	u	0.5%	i	-21%	0.7	u
5	CC(C)C[C@H](NC(=O)c1nc[nH]c1C(=O)NCCCCCNC(=O)OC(C)(C)C)C(=O)OC(C)(C)C	u	-32%	-14%	u	-0.2%	x	u	-5.0	u
6	CCn1c(=O)c(C(=O)Nc2ccccc2F)c(O)c2ccccc21	31%	-11%	13%	18%	21%	i	16%	0.5	-11%
7	COc1cc(Cl)c(C)cc1NC(=O)c1cc2c(Cl)nc3ccc(C)cc3c2s1	x	6%	x	6%	6.0%	x	0%	x	4%
8	CCCC(=O)Nc1ccc(C(=O)N/N=C/c2ccc[nH]2)cc1	-12%	-16%	9%	-28%	0.0%[9.22 µM]	i	-6%	-0.1	u
9	Cc1ccc(SCC(=O)NNC(=O)CNC(=O)c2ccccc2F)cc1	-2%	0%	16%	1%	-0.1%	i	1%	0.1	-8%
10	Cc1c(NC(=O)C(C)OC(=O)/C=C/c2ccc3c(c2)OCO3)c(=O)n(-c2ccccc2)n1C (stereo not given)	-2%	0%	9%	u	4.2%	i	0%	-3.9	-4%
11	CN(C)S(=O)(=O)c1ccc(-c2cn3ccccc3n2)cc1	12%	-32%	-1%	23%	0.2%	i	-22%	-2.3	3%
12	NC(=O)c1c(NC(=O)c2ccccc2)sc2c1CCC2	64%[activator]	-22%	7%	u	20%[9.22 µM]	i	4%	-3.1	-2%
13	Cc1nn(C)c(C)c1S(=O)(=O)N(CC(=O)N1CCc2ccccc21)c1ccc(C(C)C)cc1	-8%	-5%	-11%	3%	0.2%	i	1%	-2.9	1%
14	Cc1cccc(NC(=S)N/N=C/c2ccc(Cl)c([N+](=O)[O-])c2)c1	u	-9%	4%	-7%	7.7%	u	-20%	-1.5	0%
15	Cc1cc(Nc2cccc(C(=O)O)c2)n2nc(C)nc2n1	15%	0%	x	u	-1.4%	i	u	x	-10%
16	CN(CC(=O)Nc1cccc(F)c1)C(=O)CCCn1c(=O)oc2ccccc21	2%	-4%	8%	-20%	2.0%	i	1%	1.4	5%
17	COc1ccc(-c2cn3cccnc3n2)cc1NC(=O)C(C)Oc1ccccc1 (stereo not given)	-9%	-18%	0%	-2%	-0.5%	i	-1%	2.6	-17%
18	COC(=O)c1c(NC(=O)c2nc(SCc3ccccc3C)ncc2Cl)sc2c1CCCC2	4%	-3%	x	1%	-0.6%	i	4%	x	u
19	O=C(NC1CCCCCC1)c1cc(=O)[nH]c2ccc(S(=O)(=O)N3CCOCC3)cc12	2%	-3%	0%	8%	0.8%	i	1%	0.3	5%
20	CC(C)(C)c1ccc(OCC(=O)N(Cc2cccs2)C2CCS(=O)(=O)C2)cc1 (stereo not given)	-32%	-16%	0%	-6%	-0.2%	u	3%	-3.1	-5%
21	COc1ccc(-n2c(SCC(=O)Nc3ccc([N+](=O)[O-])cc3OC)nc3ccccc32)cc1	-10%	1%	4%	-7%	0.3%	i	5%	9.7	18%
22	O=C(CSc1nnc(CNC(=O)c2cccs2)o1)NC1CCCCC1	2%	-12%	5%	-5%	-0.3%	i	6%	-1.1	11%
23	CC(C)N(C(=O)CSc1nnc(C2CC2)n1C1CC1)c1ccccc1	-6%	-4%	8%	-7%	0.1%	i	2%	0.1	-11%
24	COc1ccc(NC(=O)CSc2n[nH]c(-c3ccccc3)n2)cc1S(N)(=O)=O	8%	3%	6%	-22%	-0.1%	i	4%	0.1	-7%
25	O=C(O)CC1SC(=Nc2ccc(O)cc2)NC1=O (stereo not given)	-6%	0%	7%	-2%	0.0%	i	0%	0.2	-8%
26	C[C@@H]1CCCCO[C@H](CN(C)Cc2ccc(C(=O)O)cc2)[C@H](C)CN([C@@H](C)CO)C(=O)c2cc(NC(=O)Nc3ccc(C(F)(F)F)cc3)ccc2O1	3%	-7%	7%	x	-0.6%	i	x	-1.9	-7%
27	O=C(NCc1ccc(Cl)cc1)c1ccc(Cn2c(=O)c3cccn3c3cccnc32)cc1	x	-5%	x	u	-0.4%	x	0%	x	-20%
28	Cn1c(CSc2nc3ccccc3s2)nnc1SCC(=O)NCc1cccnc1	-8%	-27%	6%	1%	-0.3%	i	3%	-1.5	-4%
29	COc1ccc(Cn2nnnc2CN2CCCCCC2)cc1	4%	-2%	-1%	-15%	0.1%	i	-2%	-3.3	8%
30	O=c1[nH]c(C2CCN(S(=O)(=O)c3ccccc3)CC2)nc2c1nnn2Cc1c(F)cccc1Cl	-26%	-3%	0%	5%	3.0%	i	-4%	-1.0	u
31	CCc1nnc(NC(=O)CSc2nnnn2C)s1	6%	-14%	-2%	14%	-0.3%	i	-7%	-1.1	-5%
32	O=C(Nc1ccc(OC(=O)c2ccncc2)cc1)c1ccncc1	-5%	4%	1%	-6%	-0.5%	i	5%	-2.5	-5%
33	CCn1c(C(C)NC(C)=O)nc2ccccc21 (stereo not given)	-14%	-13%	-6%	2%	-1.0%	x	0%	-2.1	-7%
34	O=C(COC(=O)c1ccccc1C(=O)c1ccccc1)Nc1cccc([N+](=O)[O-])c1	13%	-31%	17%	3%	u	i	-1%	-0.6	-12%
35	COc1ccc(NS(=O)(=O)c2cccc(C(=O)N3CCN(C/C=C/c4ccccc4)CC3)c2)cc1	x	-24%	4%	x	4.8%	u	x	-4.3	-22%
36	C=CCN1C(=O)c2ccccc2Sc2ccc(C(=O)NC(C)C)cc21	-18%	-24%	5%	-20%	-0.8%	i	5%	-1.4	-29%
37	Cc1ccc(Cl)cc1NC(=O)CSC(N)=O	5%	-48%	7%	13%	0.5%	i	3%	0.2	11%
38	O=C(Nc1ccccc1N1CCCC1)c1ccc(F)c(S(=O)(=O)N2CCOCC2)c1	-16%	0%	3%	9%	-0.3%	i	2%	-0.7	-24%
39	CCc1ccc(-n2c(=O)c3c4c(sc3n(Cc3ccccc3C#N)c2=O)CCCC4)cc1	6%	2%	x	21%	-0.4%	i	-6%	x	1%
40	Cc1cccc(-c2sc(Nc3ccccc3)n[n+]2-c2ccccc2)c1	-5%	-15%	1%	6%	3.4%	i	7%	-0.5	-15%

Records 26–37, quoted:
#	compound	ATXN2 expr inh	HepG2 viability	EPAC2 ag	Nrf2 block	Nrf2 activator	ATXN viability	A549 viability	IL-2 act	TGFb inhibitor
26	C[C@@H]1CCCCO[C@H](CN(C)Cc2ccc(C(=O)O)cc2)[C@H](C)CN([C@@H](C)CO)C(=O)c2cc(NC(=O)Nc3ccc(C(F)(F)F)cc3)ccc2O1	3%	-7%	7%	x	-0.6%	i	x	-1.9	-7%
27	O=C(NCc1ccc(Cl)cc1)c1ccc(Cn2c(=O)c3cccn3c3cccnc32)cc1	x	-5%	x	u	-0.4%	x	0%	x	-20%
28	Cn1c(CSc2nc3ccccc3s2)nnc1SCC(=O)NCc1cccnc1	-8%	-27%	6%	1%	-0.3%	i	3%	-1.5	-4%
29	COc1ccc(Cn2nnnc2CN2CCCCCC2)cc1	4%	-2%	-1%	-15%	0.1%	i	-2%	-3.3	8%
30	O=c1[nH]c(C2CCN(S(=O)(=O)c3ccccc3)CC2)nc2c1nnn2Cc1c(F)cccc1Cl	-26%	-3%	0%	5%	3.0%	i	-4%	-1.0	u
31	CCc1nnc(NC(=O)CSc2nnnn2C)s1	6%	-14%	-2%	14%	-0.3%	i	-7%	-1.1	-5%
32	O=C(Nc1ccc(OC(=O)c2ccncc2)cc1)c1ccncc1	-5%	4%	1%	-6%	-0.5%	i	5%	-2.5	-5%
33	CCn1c(C(C)NC(C)=O)nc2ccccc21 (stereo not given)	-14%	-13%	-6%	2%	-1.0%	x	0%	-2.1	-7%
34	O=C(COC(=O)c1ccccc1C(=O)c1ccccc1)Nc1cccc([N+](=O)[O-])c1	13%	-31%	17%	3%	u	i	-1%	-0.6	-12%
35	COc1ccc(NS(=O)(=O)c2cccc(C(=O)N3CCN(C/C=C/c4ccccc4)CC3)c2)cc1	x	-24%	4%	x	4.8%	u	x	-4.3	-22%
36	C=CCN1C(=O)c2ccccc2Sc2ccc(C(=O)NC(C)C)cc21	-18%	-24%	5%	-20%	-0.8%	i	5%	-1.4	-29%
37	Cc1ccc(Cl)cc1NC(=O)CSC(N)=O	5%	-48%	7%	13%	0.5%	i	3%	0.2	11%

Source: PubChem BioAssay (National Center for Advancing Translational Sciences (NCATS))
